esBAF inh: Bmi1 luciferase reporter increase in mESCs, primary screen, esBAF inhibitor project, mouse ES cells, Bmi1 luciferase knock-in, single point. 24 h; 100% = twice the neutral-well signal. reporter increase, % at 12.5 µM. actives 2% (n = 350,000). AID 602393, 2012; in the data active = activation above about 40%; inconclusive = no clear call, values can overlap the other calls;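 note: 0% = median of the plate's neutral control wells and 100% = double that signal; a rise in the Bmi1 reporter signal indicates esBAF inhibition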
RAD54 branch: inhibitors of human RAD54 branch migration, primary screen, biochemical, fluorescence, single point | RAD54 Holliday junction branch migration, FAM/BHQ fluorescence | inhibition, % at 10.4 µM | actives 0.14% (n = 360,000) | AID 602329, 2012;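 active = mean normalized replicate activity at least 40 and at least half of replicates scoring 40 or more; inconclusive = only one of the two criteria met; inactive = mean below 40 and under half of replicates reaching 40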;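 note: 0% = median of neutral control wells and 100% = median of positive control wells; inhibitors cause a drop in the FAM fluorescence signal; in these data hits start at about 50%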
Target sequence (Q92698 whole entry, looked up): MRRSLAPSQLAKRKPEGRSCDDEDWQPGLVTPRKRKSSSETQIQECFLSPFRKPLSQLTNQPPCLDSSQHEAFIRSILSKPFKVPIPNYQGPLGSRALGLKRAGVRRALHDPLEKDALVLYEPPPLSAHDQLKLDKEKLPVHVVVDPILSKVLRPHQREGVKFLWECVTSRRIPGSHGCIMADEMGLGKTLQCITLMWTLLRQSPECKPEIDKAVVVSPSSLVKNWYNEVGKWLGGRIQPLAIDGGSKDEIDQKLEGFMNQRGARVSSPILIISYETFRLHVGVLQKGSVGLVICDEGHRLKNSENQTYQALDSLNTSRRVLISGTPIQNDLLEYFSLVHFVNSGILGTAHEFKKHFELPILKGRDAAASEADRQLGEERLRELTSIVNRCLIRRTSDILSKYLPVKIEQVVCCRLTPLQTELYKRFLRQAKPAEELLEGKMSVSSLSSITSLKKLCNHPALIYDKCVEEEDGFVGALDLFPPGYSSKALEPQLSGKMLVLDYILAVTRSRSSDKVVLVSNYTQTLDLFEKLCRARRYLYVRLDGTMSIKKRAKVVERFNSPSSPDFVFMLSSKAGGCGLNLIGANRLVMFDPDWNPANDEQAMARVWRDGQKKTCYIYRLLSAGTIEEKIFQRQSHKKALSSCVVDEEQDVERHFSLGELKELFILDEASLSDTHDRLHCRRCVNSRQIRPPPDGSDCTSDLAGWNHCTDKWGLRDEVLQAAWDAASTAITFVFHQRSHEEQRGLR
* = called active by the depositor; ? = inconclusive. Not all compounds are listed, so the mix of outcomes need not match the whole.

Start of the listing, in advance (25 entries):
SMILES	esBAF inh	RAD54 branch
CN(C)S(=O)(=O)c1ccc(N2CCCC2)c(C(=O)Nc2nc3c(ccc4ccccc43)s2)c1	9.5	-4.3
COc1ccc(CNc2oc(Cc3cccc4ccccc34)nc2C#N)cc1	0.8	-1.5
CCOc1cccc(CN2CCN(c3cccc(C(F)(F)F)c3)CC2)c1O	-7.8	5.4
COc1cc(CN(C)CCc2ccccn2)cc(OC)c1OC	-10.4	5.2
Cc1cc(C)n(-c2cc(=O)n(C)c(=O)n2C)n1	4.1	4.7
Cc1nc(C)c(C(=O)C2=C(O)C(=O)N(CCN3CCOCC3)C2c2cccnc2)s1 (centres undefined)	0.6	-19.5
O=C1/C(=C/c2ccc(N3CCCC3)cc2)NC(=S)N1C1CC1	48.4*	-53.7
COc1ccc2c(c1)Cc1sc(NC(C)=O)nc1-2	41.0*	1.3
O=C(N1CCCCC1)N1CCN(c2ccc(Cl)cc2)CC1	2.5	5.7
O=C(C[C@H]1C/C=C\C[C@H](NC(=O)OCC2c3ccccc3-c3ccccc32)C(=O)O[C@H](c2ccccc2)CNC1=O)N[C@H](CO)Cc1ccccc1	-25.0	-3.3
Cc1ccc(/C(COc2ccccc2O)=N\O)cc1	4.5	7.0
COc1ccc(N(C(=O)c2ccco2)S(=O)(=O)c2ccc(F)cc2)cc1	-1.7	-4.6
Cc1ccc(Cl)cc1-n1c(=O)cc(N2CC(C)OC(C)C2)[nH]c1=O (centres undefined)	-2.4	-3.8
CCOc1ccc(Cl)cc1S(=O)(=O)N1CCCC1	-4.7	2.8
O=C(Nc1ccccn1)c1ccc(NC(=O)c2ccco2)cc1	17.3	0.7
O=C(NC1CCN(Cc2ccccc2)CC1)c1cc(-c2ccccn2)nc2ccccc12	0.6	18.1
Cc1ccc(C)c(-n2nnnc2SCC(=O)c2ccc3c(c2)NC(=O)CO3)c1	-30.6	-14.4
CC1(C)Cc2c(C#N)c(N)sc(=S)c2CO1	-1.4	-1.2
O=C1CSc2nc3ccccc3n21	-0.7	-5.7
NC1(N)OC(CN2C(=O)c3ccccc3C2=O)CS1 (centres undefined)	-6.2	1.9
CC(SC1CCCC1)C(=O)Nc1ccnn1C(C)C (centres undefined)	4.9	-2.9
CCSc1nnc(NC(=O)C2Cc3ccccc3CN2C(=O)c2ccco2)s1 (centres undefined)	1.3	-4.6
CC1CCN(C(=O)Cn2c3ccc(F)cc3c3nc4n(c(=O)c32)CCCS4)CC1	4.8	16.7
CCc1ccc2[nH]c3nc(SCC(=O)NNC(=O)c4ccc(C(C)(C)C)cc4)nnc3c2c1	7.0	-0.8
CCc1cccc(CC)c1NC(=O)C1CC(=O)N(c2ccc3c(c2)OCCO3)C1 (centres undefined)	-23.7	-3.2

Results (from the top)
SMILES	esBAF inh	RAD54 branch
CN(C)S(=O)(=O)c1ccc(N2CCCC2)c(C(=O)Nc2nc3c(ccc4ccccc43)s2)c1	9.5	-4.3
COc1ccc(CNc2oc(Cc3cccc4ccccc34)nc2C#N)cc1	0.8	-1.5
CCOc1cccc(CN2CCN(c3cccc(C(F)(F)F)c3)CC2)c1O	-7.8	5.4
COc1cc(CN(C)CCc2ccccn2)cc(OC)c1OC	-10.4	5.2
Cc1cc(C)n(-c2cc(=O)n(C)c(=O)n2C)n1	4.1	4.7
Cc1nc(C)c(C(=O)C2=C(O)C(=O)N(CCN3CCOCC3)C2c2cccnc2)s1 (centres undefined)	0.6	-19.5
O=C1/C(=C/c2ccc(N3CCCC3)cc2)NC(=S)N1C1CC1	48.4*	-53.7
COc1ccc2c(c1)Cc1sc(NC(C)=O)nc1-2	41.0*	1.3
O=C(N1CCCCC1)N1CCN(c2ccc(Cl)cc2)CC1	2.5	5.7
O=C(C[C@H]1C/C=C\C[C@H](NC(=O)OCC2c3ccccc3-c3ccccc32)C(=O)O[C@H](c2ccccc2)CNC1=O)N[C@H](CO)Cc1ccccc1	-25.0	-3.3
Cc1ccc(/C(COc2ccccc2O)=N\O)cc1	4.5	7.0
COc1ccc(N(C(=O)c2ccco2)S(=O)(=O)c2ccc(F)cc2)cc1	-1.7	-4.6
Cc1ccc(Cl)cc1-n1c(=O)cc(N2CC(C)OC(C)C2)[nH]c1=O (centres undefined)	-2.4	-3.8
CCOc1ccc(Cl)cc1S(=O)(=O)N1CCCC1	-4.7	2.8
O=C(Nc1ccccn1)c1ccc(NC(=O)c2ccco2)cc1	17.3	0.7
O=C(NC1CCN(Cc2ccccc2)CC1)c1cc(-c2ccccn2)nc2ccccc12	0.6	18.1
Cc1ccc(C)c(-n2nnnc2SCC(=O)c2ccc3c(c2)NC(=O)CO3)c1	-30.6	-14.4
CC1(C)Cc2c(C#N)c(N)sc(=S)c2CO1	-1.4	-1.2
O=C1CSc2nc3ccccc3n21	-0.7	-5.7
NC1(N)OC(CN2C(=O)c3ccccc3C2=O)CS1 (centres undefined)	-6.2	1.9
CC(SC1CCCC1)C(=O)Nc1ccnn1C(C)C (centres undefined)	4.9	-2.9
CCSc1nnc(NC(=O)C2Cc3ccccc3CN2C(=O)c2ccco2)s1 (centres undefined)	1.3	-4.6
CC1CCN(C(=O)Cn2c3ccc(F)cc3c3nc4n(c(=O)c32)CCCS4)CC1	4.8	16.7
CCc1ccc2[nH]c3nc(SCC(=O)NNC(=O)c4ccc(C(C)(C)C)cc4)nnc3c2c1	7.0	-0.8
CCc1cccc(CC)c1NC(=O)C1CC(=O)N(c2ccc3c(c2)OCCO3)C1 (centres undefined)	-23.7	-3.2

Next section.
SMILES	esBAF inh	RAD54 branch
CCN(Cc1ccccc1)C(c1cc2ccc(C)cc2[nH]c1=O)c1nnnn1CCOC (centres undefined)	-5.6	0.9
Cc1ccc(OCc2nc(C#N)c(N3CCN(Cc4ccccc4)CC3)o2)cc1	-3.2	-5.0
COC(=O)c1cc(NCc2ccc3c(c2)OCO3)ccc1N1CCOCC1	-2.6	0.6
Cc1cccc(S(=O)(=O)N2CN(Cc3ccco3)c3nc4ccccc4nc32)c1	25.7	0.3
COc1ccc(CN(C(=O)c2ccco2)C2CC(C)N(C)CC2C)cc1 (centres undefined)	2.4	1.3
C=C(C)CN(CC)c1nc(N)c(C#N)c(CC#N)c1C#N	-8.6	9.8
CC(C)c1nnc(NC(=O)CCC(=O)NC2CCCCCCC2)s1	-5.4	5.8
COCc1nnc(NC(=O)c2cc(Cl)ccc2OC)s1	13.2	-15.9
CC(C)N(C(=O)COC(=O)c1ccc(O)cc1)C(C)C	-1.8	9.2
Cc1cc(C)cc(N(CC(=O)NC2CC3CCC2C3)S(C)(=O)=O)c1 (centres undefined)	3.2	-12.4
O=C(CCSc1nnc(-c2ccco2)o1)Nc1ccccc1	5.3	5.3
CN1CCN(c2nc(NCCOC34CC5CC(CC(C5)C3)C4)nc(OCC(F)(F)F)n2)CC1	-5.9	-8.2
CCCCC(=O)Nc1ccc(NC(=O)c2cc(OC)c(OC)c(OC)c2)cn1	-6.0	-14.7
c1ccc(-n2nnnc2SCc2cccc3nsnc23)cc1	1.5	-0.7
COc1cc(OC)c(C2C(C(=O)O)c3ccccc3C(=O)N2C)cc1OC (centres undefined)	-7.6	-8.8
CCCCSc1nc2c(=O)[nH][nH]c(=O)c2n1Cc1ccccc1	-4.9	2.0
CCOC(=O)N1CCN(S(=O)(=O)c2ccc(C)cc2)C1c1ccc(OC)cc1 (centres undefined)	-3.9	1.6
Cc1ccc2[nH]c(-c3cccc(N)c3)cc2c1	39.4	9.0
Fc1ccccc1NC(=S)NCCc1ccccc1	48.7*	-4.6
O=C1CC(Nc2ccc(N3CCOCC3)cc2)C(=O)N1C1CCCCC1 (centres undefined)	3.1	3.2
CCn1c(SCC(=O)N2CCC(C(N)=O)(N3CCCCC3)CC2)nnc1-c1ccccc1	-4.2	10.4
C(=N\n1cnnc1)/c1ccc2c(c1)OCO2	-0.9	-10.6
CC(=O)c1sc(NC(=O)c2cccc3ccccc23)nc1C	25.9	-2.9
Cc1ccc(C(=O)N2CCOCC2)cc1S(=O)(=O)Nc1cccc(C)c1C	-10.1	-8.5
O=C(CCCN1C(=O)c2ccccc2C1=O)NC1=NCCS1	-12.1	-9.7

Going on with the list:
SMILES	esBAF inh	RAD54 branch
Cc1ccc(-n2cnc3c(sc4nccc(N(C)C)c43)c2=O)cc1	-10.1	8.6
Clc1ccc(-c2nnc(C34CC5CC(CC(C5)C3)C4)o2)cn1	6.4	-13.1
O=C(CCCn1c(=O)[nH]c2cc(Cl)ccc2c1=O)NCCCN1CCCC1=O	-9.2	-17.9
O=S(=O)(c1ccccc1)N(C1=NCCS1)S(=O)(=O)c1ccccc1	-1.1	1.8
Cn1c(SCC(=O)NCc2ccccc2)nnc1-c1ccc(NC(=O)CCc2ccccc2)cc1	-8.4	0.8
Cn1c(=S)[nH]c2ccccc21	-13.9	9.6
CCN(CC)S(=O)(=O)c1cccc(-c2nnc(SCc3nnc(-c4cccs4)o3)n2N)c1	-5.8	-5.6
Cc1ccc(S(=O)(=O)c2nc(-c3ccccc3)oc2NCc2cccnc2)cc1	9.2	4.0
O=C(c1ccco1)N1CCN(C(c2cccs2)c2nnnn2C2CCCC2)CC1 (centres undefined)	7.2	-4.1
CCOC(=O)C1=C(C)NC(=O)NC1c1cc(Br)c(O)c(OC)c1 (centres undefined)	-12.4	-7.5
O=C(c1nn2c(C(F)(F)F)cc(-c3ccc(F)cc3)nc2c1Cl)N1CCOCC1	0.3	-3.6
O=C(c1ccc(O)cc1)c1ccc(Cl)cc1	?	-4.5
O=C(CN1CCC(C(=O)c2ccc(Cl)cc2)CC1)Nc1ccc2c(c1)OCCO2	-30.8	-7.1
Cc1ccc(NC(=O)CSc2nnnn2-c2ccc3c(c2)OCO3)cc1C	-8.9	-6.0
CCCCc1cc(=O)oc2c(CN(C)C)c(O)ccc12	-0.1	-15.2
C=CCSc1nc(-c2ccccc2)c(C#N)c(=O)[nH]1	-10.8	-6.9
C/C=C/c1ccc(Oc2nnnn2-c2ccc(C(=O)O)cc2)c(OC)c1	1.1	-1.1
COc1cc2cncc(Cc3ccc(Cl)cc3)c2cc1OC	-16.3	0.9
CCOC(=O)N1CCN(C(=O)c2cn(CC(C)C)c(=O)c3c2c2ccccc2n3C)CC1	-1.5	5.9
O=c1c2ccccc2n2nnnc2n1-c1ccccc1	-7.2	-2.1
Cc1ccc(N(CCCCN2C(=O)c3ccccc3C2=O)C(=O)c2cccs2)cc1	4.8	-1.6
O=C(NCc1ccc(F)cc1)N[C@@H](Cc1ccccc1)C(=O)O	-0.5	14.6
CN(CP(=O)(O)C(O)c1ccccc1)S(C)(=O)=O (centres undefined)	-0.5	-7.0
CC1CN(C(=O)c2cc(S(=O)(=O)N3CCCC3)c(Cl)cc2Cl)CC(C)O1 (centres undefined)	4.4	-6.5
O=C(CSc1nc(N2CCCCC2)nc(N2CCCCC2)n1)N1CCN(c2ccccc2)CC1	1.8	3.3

Additional records
SMILES	esBAF inh	RAD54 branch
CC(C)c1ccc(C(=O)N2CCN(CCO)CC2)cc1	0.7	-5.4
CS(=O)(=O)N(CC(=O)Nc1ccc2c(c1)OCO2)c1ccc2c(c1)OCO2	-12.3	6.4
Cn1c(C(=O)N2CCOCC2)cnc1Sc1ncc(C(F)(F)F)cc1Cl	-2.2	-1.4
Cc1ccc(-n2ncc3c(=O)n(CC(=O)N4CCN(c5ccccc5F)CC4)cnc32)cc1C	3.2	10.5
Cc1noc(NS(=O)(=O)c2ccc(N/C=C\C(=O)c3ccncc3)cc2)c1C	-1.0	10.0
Cn1c(NCCCN2CCOCC2)nc2c1c(=O)n(Cc1ccc(Cl)cc1)c(=O)n2C	-6.6	4.5
CS(=O)(=O)c1ccc2nc(NC3(C(F)(F)F)N=C4SCCN4C3=O)sc2c1 (centres undefined)	-1.1	4.8
CCN(CC)S(=O)(=O)c1ccc(NC(=O)CC(NC(C)=O)c2ccccc2)cc1 (centres undefined)	-8.5	-8.2
O=C(c1ccccc1NS(=O)(=O)c1cccs1)N1CCOCC1	-11.6	-17.1
Cc1c(OCc2ccc(C(=O)O)o2)ccc2c3c(c(=O)oc12)CCC3	-2.4	-8.3
CC1(C)CC(=O)c2c(O)cc(OCc3ccc([N+](=O)[O-])cc3)cc2O1	47.4*	8.0
CC(=O)c1cccc(-n2nnnc2SCC(=O)N2CCCC2)c1	-5.7	-5.7
Cc1ccc(S(=O)(=O)N(C)CC(=O)NC2CC(C)(C)NC(C)(C)C2)cc1	-3.2	-1.7
Fc1ccccc1-c1nc(-c2ccc(Cl)cc2)no1	49.1*	1.5
CCCC(C)C(=O)Nc1ccc2c(c1)OCCO2 (centres undefined)	-7.0	10.2
CCC(CC)NC(=O)COC(=O)c1ccc(NS(=O)(=O)c2ccc3c(c2)OCCO3)cc1	-5.7	-26.3
CCCn1c(SCC(N)=O)nc2c(c1=O)C1(CCCC1)Cc1ccccc1-2	-7.3	4.3
Cc1ccc(/C=N/NC(=O)c2ccco2)s1	12.8	1.1
CCC(=O)Nc1nc(C)c(Oc2ccccc2)c(=O)[nH]1	-3.9	-0.6
O=C(/C=C/c1cccs1)Nc1nc(-c2ccccc2)cs1	30.4	-5.2
CC[C@]12c3[nH]c4cc(-c5ccco5)ccc4c3CCN1C(=O)[C@@H](CC(=O)NCCC1=CCCCC1)C[C@@H]2C(=O)N1CCN(C(=O)c2ccco2)CC1	2.8	-2.2
COc1ccc2c(c1)C(C)CC(C)(C)N2C(=O)CSc1ncn[nH]1 (centres undefined)	-2.1	1.1
FC(F)(F)c1cccc(-c2ccc(-c3csnn3)o2)c1	27.2	-11.4
CCC(=O)N1CCc2cc(Br)cc(S(=O)(=O)N3CCCCCC3)c21	2.7	4.5
CCCOC(=O)CN1C(=O)c2ccccc2C1=O	-3.7	-2.3
COc1ccc(C(=O)NNC(=S)NC2CCCCC2)cc1OC	-0.2	-2.7
O=C(O)c1cc(-c2ccccc2)c(N2CCOCC2)s1	-8.1	7.7

Screening data deposited in PubChem BioAssay by Broad Institute.
